# UPR XBP1 act = activators of adaptive XBP1 UPR arm, primary screen, cell-based, CHO-XBP1 luciferase reporter, luminescence, uHTS; IRE1-XBP1 UPR activation; percent of tunicamycin response, DMSO as zero; activation, % at 20 µM; 0.33% of 330,000 active; AID 463104, 2010;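 active = versus positive control, 20 µM dose yields 30% or more activation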;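 also: 100% = tunicamycin at 10 µg/mL and 0% = DMSO only wells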
#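 Material – CHO cell line with stable XBP1 luciferase reporter · Buffer or medium – F12 plus 10% FBS · Compound – single point, 20 µM final compound, 1% DMSO · Schedule – 16-18 h cell attachment at 37 °C, then 6 h compound exposure · Signal – Steady-Glo luminescence read · Benchmarks – high control tunicamycin 10 µg/mL final, low control DMSO vehicle only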
# EBI2 antag = EBI2 receptor antagonists, beta-arrestin recruitment, primary screen, cell-based, luminescence, 7a,25-OHC stimulation, uHTS; G-protein coupled receptor 183 (Homo sapiens), P32249; 7a,25-OHC stimulated; inhibition, % at 5 µM; 0.81% of 360,000 active; in the data active = inhibition above about 38%;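 also: enzyme fragment complementation signal reports receptor beta-arrestin coupling in cells; 0% = agonist plus DMSO wells and 100% = wells without agonist; some results beyond the cut were filed as inactive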
# Target sequence (P32249 whole entry, looked up, the tested form may be a part): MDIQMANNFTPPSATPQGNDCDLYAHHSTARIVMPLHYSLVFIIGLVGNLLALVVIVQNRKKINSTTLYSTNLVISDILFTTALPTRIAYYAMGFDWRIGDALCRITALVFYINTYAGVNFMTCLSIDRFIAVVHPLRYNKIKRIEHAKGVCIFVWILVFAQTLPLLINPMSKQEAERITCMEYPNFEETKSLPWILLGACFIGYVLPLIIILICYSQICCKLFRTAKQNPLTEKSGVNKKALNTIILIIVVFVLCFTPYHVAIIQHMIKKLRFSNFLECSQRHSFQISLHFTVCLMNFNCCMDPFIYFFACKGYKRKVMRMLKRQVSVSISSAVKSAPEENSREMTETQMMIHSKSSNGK
# UPR CHOP act = activators of apoptotic CHOP UPR arm, primary screen, cell-based, CHO-CHOP luciferase reporter, luminescence, uHTS. UPR activation; percent of tunicamycin response over DMSO baseline. activation, % at 10 µM. 0.34% of 330,000 active;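 active = at 10 µM dose, activation of 40% or more, normalized to positive control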;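 also: 100% = tunicamycin at 10 µg/mL and 0% = DMSO alone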
#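 Test system: CHO-CHOP cells, stable luciferase reporter of PERK-eIF2a-CHOP signalling | Quantity: 500 CHO-CHOP cells per well | Buffer or medium: F12 plus 10% serum | Compound dosing: 10 µM single point, 0.5% DMSO | Schedule: 6 h compound treatment, 37 °C | Signal: Luciferase luminescence | Control set: Tunicamycin high control, DMSO low control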
# Jurkat NFkB inh = inhibitors of induced NF-kB luciferase reporter, primary screen, TCR NF-kB activation inhibitor project, cell-based, luminescence, uHTS; 0.53% of 330,000 active; inhibition, % at 4 µM; Jurkat, PMA/ionomycin-induced NF-kB luciferase reporter; in the data active = inhibition above about 50%
# Gli-Sufu antag = Gli-Sufu pathway antagonists, primary screen, luciferase luminescence, Sufu-KO-LIGHT cells, uHTS; inhibition, % at 5 µM; 0.74% of 340,000 active; Sufu-KO-LIGHT fibroblasts, Gli luciferase reporter luminescence; AID 588413, 2011;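 active = inhibition above about 55%, limit read from the data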;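 also: 0% = DMSO-treated cells and 100% = wells with medium but no cells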
# Mdm2 MdmX PPI = inhibitors of human Mdm2-MdmX association, primary screen, cell-based, luminescence, split luciferase, SaOS-2, uHTS; SaOS-2 split-luciferase Mdm2/MdmX complementation; AID 485346, 2010; 3% of 330,000 active; Protein Mdm4 (Homo sapiens) + E3 ubiquitin-protein ligase Mdm2 (Homo sapiens), …; inhibition, % at 8 µM;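 active = inhibition of at least 50% at 8 µM in the primary screen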
# CCR6 antagonist = CCR6 receptor antagonists, primary screen, cell-based, CHO-K1, luminescence, beta-arrestin, uHTS. C-C chemokine receptor type 6 (Homo sapiens), P51684. CHO-K1 CCR6 PathHunter beta-arrestin, CCL20-stimulated. 0.49% of 340,000 active. inhibition, % at 20 µM;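 active = compounds whose inhibition of the agonist-driven luminescence signal at 20 µM reaches about 50%, limit read from the data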;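 also: cells stimulated with CCL20 at 14 nM final; plate controls were DMSO with CCL20 for no effect and DMSO without agonist for full effect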
# Target sequence (P51684 whole entry, looked up): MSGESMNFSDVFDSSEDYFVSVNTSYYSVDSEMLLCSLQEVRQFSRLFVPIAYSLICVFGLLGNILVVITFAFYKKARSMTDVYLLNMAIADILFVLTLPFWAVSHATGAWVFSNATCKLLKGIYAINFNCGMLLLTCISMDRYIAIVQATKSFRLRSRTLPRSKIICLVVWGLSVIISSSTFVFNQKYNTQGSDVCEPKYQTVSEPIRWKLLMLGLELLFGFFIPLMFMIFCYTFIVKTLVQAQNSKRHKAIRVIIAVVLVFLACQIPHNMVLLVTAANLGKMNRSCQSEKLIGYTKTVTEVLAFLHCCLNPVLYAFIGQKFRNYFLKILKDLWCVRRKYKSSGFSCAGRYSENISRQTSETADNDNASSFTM
# CXCR6 block = CXCR6 receptor inhibitors, primary screen, cell-based, beta-arrestin, luminescence, CHO-K1 PathHunter, 1536-well; AID 602244, 2012; 0.36% of 360,000 active; inhibition, % at 20 µM; C-X-C chemokine receptor type 6 (Homo sapiens), O00574; in the data active = inhibition above about 34%, passing the limit was not always enough;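 also: antagonist mode with CXCL16 agonist at 10 nM final; 0% = 10 nM CXCL16 with DMSO and 100% = unstimulated wells without agonist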
# Target sequence (O00574 whole entry, looked up): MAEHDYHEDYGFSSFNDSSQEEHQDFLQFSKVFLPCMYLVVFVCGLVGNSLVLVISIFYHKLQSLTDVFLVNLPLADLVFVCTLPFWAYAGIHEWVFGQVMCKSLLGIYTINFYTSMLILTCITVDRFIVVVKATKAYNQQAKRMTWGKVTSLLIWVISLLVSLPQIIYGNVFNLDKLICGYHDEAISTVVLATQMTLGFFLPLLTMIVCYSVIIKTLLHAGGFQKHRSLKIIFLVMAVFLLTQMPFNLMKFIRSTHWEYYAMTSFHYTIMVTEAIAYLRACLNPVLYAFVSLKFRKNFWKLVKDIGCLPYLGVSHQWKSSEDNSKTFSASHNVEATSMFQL
# 697 NFkB inh = inhibitors of PMA/ionomycin-induced NF-kB reporter, 697 cells, primary screen, B-cell NF-kB inhibitor project, cell-based, luminescence, uHTS | 697 B-cell NF-kB luciferase reporter, 16 h | inhibition, % at 4 µM | 0.33% of 330,000 active; in the data active = inhibition above about 35%
# Active calls of the source: *; · = not tested or not shown.
SMILES,UPR XBP1 act,EBI2 antag,UPR CHOP act,Jurkat NFkB inh,Gli-Sufu antag,Mdm2 MdmX PPI,CCR6 antagonist,CXCR6 block,697 NFkB inh
C=CCOc1ccc(C(=O)Nc2ccc3c(c2)n(C)c(=O)n3C)cc1,2,2,1.0,-14,25,-4,6,-8,4
Cn1c(NNC(=O)/C=C/c2ccc3c(c2)OCO3)cc(=O)n(C)c1=O,0,10,0.7,0,3,17,28,10,3
Cc1cc2nc(SCCOC(=O)Nc3ccccc3)nc(C)c2cc1C,-2,-1,-1.6,2,-1,40,18,4,2
O=C(O)c1cc(-c2ccccc2)n(-c2ccc(F)cc2)n1,-4,-4,-2.1,7,15,-10,-3,2,8
Cc1ccccc1OCCCCCNCCO,·,2,·,·,-1,·,22,7,·
O=C(Nc1ccc(S(=O)(=O)N2CCCCC2)cc1)C1CC(=O)N(c2ccc(F)cc2)C1 (configuration not stated),-3,46*,0.8,23,-12,-11,18,-6,-10
O=c1oc2c(CN3CCCCC3)c(O)ccc2c2c1CCCCC2,1,-1,1.0,-26,1,8,2,1,-16
O=C(NC1CCCC1)C(c1ccccc1)N(C(=O)c1csnn1)c1ccccc1F (configuration not stated),1,3,0.2,9,-16,11,14,-2,-8
COCCNC(=S)N(CCO)Cc1cc2cc3c(cc2[nH]c1=O)OCO3,-1,-3,-0.5,9,-10,18,-3,-3,10
CCOC(=O)N1CCC(=C(C#N)C(=O)Nc2cc(OC)ccc2OC)CC1,-3,0,-0.2,4,3,10,4,4,0
CC(C(=O)O)n1ncc2ccccc2c1=O (configuration not stated),-1,-1,1.7,-5,2,17,6,6,12
O=C1c2ccccc2-c2cccc(C(=O)N3CCCCC3)c21,1,-14,-0.9,-16,3,-4,10,-3,10
O=C(O)CCc1ccc(-c2cccs2)n1CCC(=O)O,0,3,1.3,-5,4,14,8,3,-6
NC(=O)CC(NC(=O)Cc1ccc(Br)cc1)c1ccc(NC2CCCC2)c([N+](=O)[O-])c1 (configuration not stated),1,-5,-2.6,51*,48,40,30,30,26
O=C(NCCN1CCOCC1)c1ccncc1,-2,-3,-0.2,-1,8,8,1,-3,9
O=c1c(-c2ccccc2)coc2c(CN3CCOCC3)c(O)ccc12,5,-8,0.7,2,-31,19,-11,-23,-1
Cc1ccc(C)c(NC(=O)CSc2nc(=O)n(CCN3CCOCC3)c3c2CCCC3)c1,0,-5,1.6,9,7,10,1,-7,13
Cc1c(Cl)cccc1NC(=S)NCc1cccn1C,0,-1,-0.3,-5,-8,5,11,-1,12
Cc1ccc(CCNC(=O)C2CCCN(C(=O)N(C)C)C2)cc1 (configuration not stated),0,-4,-2.4,-1,1,9,6,5,17
COc1ccc(C(=O)NCC(=O)OCc2ccccc2F)cc1,-1,-2,-0.7,4,·,12,1,0,18
CCCn1c(=O)c2c(nc3n2CCCN3CCc2ccccc2)n(C)c1=O,-6,6,0.5,12,12,6,9,-7,-10
COc1ccc2cc(C3(C)NC(=O)N(CC(=O)NCC(F)(F)F)C3=O)ccc2c1 (configuration not stated),-8,1,0.5,-2,3,16,4,0,1
Cc1cccc(NC(=O)CSc2nc3[nH]ncc3c(=O)[nH]2)c1,-4,-9,-1.1,6,-4,-33,5,3,15
CCC(C)NS(=O)(=O)c1ccc(NC(=O)c2c(-c3ccccc3)noc2C)cc1 (configuration not stated),-4,3,-2.2,1,7,18,1,-3,6
Cc1ccc(/C=N/n2c(-c3ccco3)n[nH]c2=S)cc1,-1,7,0.8,2,2,13,1,7,-3
CN1CCN(C(=O)CSc2nc3c(c(=O)n(C)c(=O)n3C)n2C)CC1,-2,-1,1.3,-30,1,-20,26,-8,5
Cc1ccc(S(=O)(=O)N2CCOCC2)cc1C(=O)N(Cc1nnc(-c2ccccc2Cl)o1)C1CC1,-5,9,-0.8,12,9,3,15,-8,-13
Cc1nc2ccc(F)cc2cc1C(=O)NCC1CCCO1 (configuration not stated),·,-7,·,·,4,·,2,-6,·
COc1ccc(OC)c2cc3ccccc3cc12,·,-23,·,·,7,·,24,1,·
CC1=CC2=NC(=O)CC(C)(C(=O)N(CC(=O)NC(C)(C)C)C3CCCC3)N2C=C1 (configuration not stated),-2,5,1.6,13,-2,-10,6,0,12
CCOc1ccc(S(=O)(=O)N2CN(c3cccc(C(C)=O)c3)c3nc4ccccc4nc32)cc1,5,5,-1.5,-14,14,-1,7,-1,-16
CCOc1ccc(-c2nnn(CC(=O)Nc3cc(OC)cc(OC)c3)n2)cc1OCC,-2,13,-1.1,22,1,13,7,5,7
CC1C(=O)N2CCCc3cc(S(=O)(=O)N4CCN(c5ccccc5F)CC4)cc1c32 (configuration not stated),-5,-2,0.5,-6,21,21,7,-7,-5
Cc1cccc(OCc2nnc(SCC(=O)c3c(N)n(C4CC4)c(=O)[nH]c3=O)o2)c1,-1,5,1.0,1,-2,0,-2,5,-9
Cc1cccc(C)c1NC(=O)COC(=O)c1ccc([N+](=O)[O-])o1,2,8,-1.0,-8,-11,-1,-7,-11,12
COC(=O)c1sccc1-c1ccc(C(=O)Nc2ccccc2)o1,5,5,7.3,-109,-12,-52,12,-1,1
N#Cc1cccc(CN2C=NS(=O)(=O)c3ccccc32)c1,-4,-2,-1.6,4,3,18,8,2,7
COc1ccc(S(=O)(=O)NC(C)C)cc1-n1cnnn1,-4,0,-1.2,-2,6,13,2,-11,7
O=C(CC1C(=O)NCCN1Cc1c(F)cccc1Cl)NCCCN1CCCC1=O (configuration not stated),-2,4,-1.3,14,-7,4,-2,-1,9
CN(C)c1ccc(C(CNS(=O)(=O)c2ccc3ccccc3c2)N2CCOCC2)cc1 (configuration not stated),-1,-3,3.9,14,-2,-10,10,-9,17
CCOc1c(CNc2nnnn2C)cccc1OC,1,-2,-1.0,-3,-4,14,-10,0,10
CN1CCC(OC(=O)c2cccc(Br)c2)CC1,2,5,-3.5,-30,16,-36,6,-5,-63
O=C(c1cnccn1)N(Cc1ccco1)C1(C(=O)NC2CCCC2)CCCCC1,1,-2,-1.8,-6,12,6,8,3,-3
CCCCC(CC)CNC(=O)C(=O)C1C(=O)Nc2ccccc21 (configuration not stated),-2,-1,1.3,6,-6,12,-4,2,13
Fc1ccc(-c2csc3ncnc(N4CCN(c5ccccc5)CC4)c23)cc1,-2,14,-0.6,7,4,4,26,11,-20
O=C(N/N=C/c1c(O)n(-c2ccccc2Cl)c(=O)c2ccccc12)C1COc2ccccc2O1 (configuration not stated),0,8,3.0,2,1,16,-14,10,-14
COc1ccc(N2CCN(C(=O)Cc3ccc(-n4c(=O)[nH]c5ccccc5c4=O)cc3)CC2)cc1,-2,5,-1.1,3,1,13,4,-5,12
CCn1nnc(NC(=O)COc2ccc([N+](=O)[O-])cc2)n1,-1,1,-1.5,-15,-4,-19,-5,2,11
CCN(CC)S(=O)(=O)c1cccc(NC(=O)c2ccc(-n3nc(C)cc3C)cc2)c1,1,5,-1.6,15,5,-2,13,-3,-114
Cc1cccnc1CN1CCN(C(=O)c2cc(COc3ccc4ncccc4c3)on2)CC1,0,-17,3.4,26,62*,38,12,-5,-47
CCOc1ccc(NC(=O)CSc2nnc(Cc3ccccc3)c(=O)n2N)cc1,-2,-2,-0.3,-20,-16,15,12,3,-8
COc1ccc(Cl)cc1S(=O)(=O)n1ccnc1,-1,0,-1.0,-2,-9,-12,-10,9,-3
O=C(NCCCn1ccnc1)/C(=C/c1ccccc1)NC(=O)c1ccccc1,-2,-7,2.7,0,4,1,-2,6,2
CCc1ccc(S(=O)(=O)Nc2nccs2)cc1,-6,-9,1.7,4,-11,19,-10,-14,-9
CCOC(=O)c1ccc(-n2c(CCC(=O)O)ccc2-c2cccs2)cc1,-1,-1,-0.7,-10,-8,2,20,10,1
O=C(Cc1c[nH]c2ccccc12)N[C@@H](Cc1c[nH]c2ccccc12)C(=O)O,-3,2,13,-7,7,6,9,-1,18
CCOc1ccnc2c1c(=O)n(Cc1cc(OC)cc(OC)c1)c(=O)n2C,0,-10,0.8,-24,-8,22,12,-1,11
Cc1nc(S/C(=C/c2ccc(-c3ccc(C(=O)O)cc3)o2)C(=O)O)n[nH]1,0,-2,-0.9,-3,9,-42,18,4,10
COc1ccc(Cn2c(-c3ccc(C)cc3)nc3c(c(=O)c4ccccc4n3C)c2=O)cc1,8,-2,3.0,2,26,15,-10,7,5
Cc1cccc(NC(=S)NCC(c2cccnc2)N(C)C)c1 (configuration not stated),1,0,-0.5,11,5,3,-1,6,-12

# Sorted by count of non-hydrogen atoms (ascending): part of the list above
SMILES,UPR XBP1 act,EBI2 antag,UPR CHOP act,Jurkat NFkB inh,Gli-Sufu antag,Mdm2 MdmX PPI,CCR6 antagonist,CXCR6 block,697 NFkB inh
CCCCC(CC)CNC(=O)C(=O)C1C(=O)Nc2ccccc21 (configuration not stated),-2,-1,1.3,6,-6,12,-4,2,13
CCOC(=O)c1ccc(-n2c(CCC(=O)O)ccc2-c2cccs2)cc1,-1,-1,-0.7,-10,-8,2,20,10,1
CCOc1ccnc2c1c(=O)n(Cc1cc(OC)cc(OC)c1)c(=O)n2C,0,-10,0.8,-24,-8,22,12,-1,11
Cc1cccnc1CN1CCN(C(=O)c2cc(COc3ccc4ncccc4c3)on2)CC1,0,-17,3.4,26,62*,38,12,-5,-47

# The listing continues.
SMILES,UPR XBP1 act,EBI2 antag,UPR CHOP act,Jurkat NFkB inh,Gli-Sufu antag,Mdm2 MdmX PPI,CCR6 antagonist,CXCR6 block,697 NFkB inh
Cc1ccc(S(=O)(=O)CCC(=O)Nc2nc(-c3ccncc3)cs2)cc1,-4,-10,1.2,-5,3,88*,-11,-9,9
O=C(COC(=O)/C=C/c1ccccc1)NCc1ccccc1Cl,-1,-8,-2.1,-4,-3,-9,7,-4,17
COc1nc(-c2ccccc2)ccc1-c1noc(-c2cccnc2)n1,0,11,3.4,-21,-18,-19,-7,-4,-18
Cc1c(Cl)c(C(F)(F)F)nn1CC(=O)NCc1ccccc1,-5,-2,-1.8,16,·,1,11,-2,-3
Cn1c(NCc2ccco2)nc2c1c(=O)n(Cc1ccc(Cl)cc1)c(=O)n2C,4,2,-2.2,-10,2,22,11,-4,-18
COc1ccc2oc(=O)c(C(=O)NCc3ccc4c(c3)OCO4)cc2c1,0,9,0.5,-8,-7,28,0,-1,-6
CCOC(=O)c1c(NC(=O)COC(=O)c2c(C)noc2C)sc2c1CCC2,-2,19,1.8,-30,12,19,6,-1,-8
CC(C)c1nc2c(s1)CCc1onc(-c3ccc(Cl)cc3)c1-2,0,-2,0.9,0,-8,-23,8,6,2
Cn1ncc2c(Nc3cccc([N+](=O)[O-])c3)ncnc21,3,-1,3.1,-1,-7,1,16,6,7
